C8 TRAIL sens: caspase-8 TRAIL sensitization | 360,000 compounds, 1% hits | inhibition (viability loss, TRAIL sensitization), % at 10 µM | NB7+C8 cells + TRAIL, ATPlite viability luminescence;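 active = compounds causing at least 50% loss of cell viability in the single-dose screen, relative to plate controls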
TLR9-MyD88 inh: inhibitors of human TLR9-MyD88 binding | CHO BLA complementation TLR9-MyD88, CCF4 FRET ratio | inhibition, % at 4.98 µM | 340,000 compounds, 0.21% hits | Q9NR96+Q99836;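 active = inhibition above the mean over all tested compounds plus 3 SD, cut at about 21% in these data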;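 also: 0% = DMSO only wells and 100% = clavulanate BLA inhibitor control wells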
SRC3 inh: inhibitors of human steroid receptor coactivator 3 (SRC3); 360,000 compounds, 0.17% hits; HEK293 GAL4-SRC3 luciferase reporter, luminescence; inhibition, % at 3.6 µM; Q9Y6Q9; AID 588352;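 active = inhibition above a per-campaign cutoff, the mean of all compounds plus 3 SD, cut at about 60% in these data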;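 also: 0% = DMSO-treated cells and 100% = gossypol-treated cells at 36 µM; higher means less SRC3-driven luciferase light from the GAL4 reporter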
EBV LMP1 NFkB: inhibitors of Epstein-Barr LMP1-induced NF-kappaB reporter; LMP1-induced NF-kappaB luciferase reporter cells, luminescence; inhibition, % at 12.5 µM; 350,000 compounds, 0.69% hits; AID 504558; in the data active = inhibition above about 41%;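 also: 0% = neutral control wells and 100% = reference inhibitor control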
COUP-TFII inh: NR2F2 (human) inhibition, primary screen; 370,000 compounds, 0.7% hits; inhibition, % at 8.6 µM; AID 686940; HEK293T NGFI-A luciferase reporter, luminescence; P24468;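 active = inhibition above a per-plate cutoff, mean inhibition of test wells between control levels plus 3 SD, cut at about 38% in these data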;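 also: cells cotransfected with COUP-TFII expression vector driving the NGFI-A reporter; 0% = median of COUP-TF2 test wells and 100% = reporter-only cells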
Target sequence (P24468 whole entry, looked up): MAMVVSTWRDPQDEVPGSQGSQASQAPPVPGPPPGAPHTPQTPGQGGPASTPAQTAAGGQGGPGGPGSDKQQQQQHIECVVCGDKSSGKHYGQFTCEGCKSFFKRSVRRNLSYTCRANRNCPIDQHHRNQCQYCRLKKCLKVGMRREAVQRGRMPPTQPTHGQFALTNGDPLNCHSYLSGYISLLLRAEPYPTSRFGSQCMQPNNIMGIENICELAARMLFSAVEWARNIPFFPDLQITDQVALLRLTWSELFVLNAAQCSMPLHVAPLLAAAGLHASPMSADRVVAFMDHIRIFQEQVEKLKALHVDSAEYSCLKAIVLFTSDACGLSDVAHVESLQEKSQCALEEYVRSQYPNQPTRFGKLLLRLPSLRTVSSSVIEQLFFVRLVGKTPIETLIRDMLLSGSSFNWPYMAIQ
SRC2 inh: human SRC2 (NCOA2) inhibition | Q15596 | 370,000 compounds, 0.17% hits | HEK293 GAL4-SRC2 luciferase reporter, luminescence | inhibition, % at 9 µM;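 active = inhibition above the mean inhibition of all tested compounds plus 3 SD, set per campaign, cut at about 52% in these data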;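 also: 0% = DMSO treated cells and 100% = cells given Gossypol at 36 µM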
SRC1 inh: inhibits human SRC1 coactivator; inhibition, % at 3.6 µM; 360,000 compounds, 0.12% hits; HEK293 GAL4-SRC1 luciferase reporter, luminescence; Q15788;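 active = inhibition above the campaign mean plus 3 SD, with each screening campaign given its own cutoff, cut at about 60% in these data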;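 also: 0% = DMSO treated cells and 100% = gossypol at 36 µM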
TROY NFkB inh: blocks TROY-dependent signaling in reporter cells | Q293 LMP1-TROYcd NF-kB luciferase reporter, 4 h | 360,000 compounds, 0.98% hits | inhibition, % at 10 µM | AID 1347056;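 active = compounds whose plate-normalised and pattern-corrected inhibition of the luciferase reporter signal at the single screening dose is 50% or more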
TWEAK Fn14 block: blocks TWEAK-Fn14 interaction in a reporter cell assay | AID 1159606 | TWEAK-stimulated Fn14 reporter cells, luciferase luminescence, 8 h | inhibition, % at 10 µM | 360,000 compounds, 2% hits; in the data active = inhibition above about 50%
LRH-1 inv ag: inverse agonists of human LRH-1 (NR5A2). AID 602396. 360,000 compounds, 0.13% hits. inhibition, % at 3.6 µM. O00482. HEK293T StAR-luciferase reporter, LRH-1 transfected, 24 h;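 active = inhibition above the mean inhibition of all tested compounds plus 3 SD, cut at about 73% in these data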;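 also: 0% = DMSO wells and 100% = reporter-only cells lacking LRH-1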
NOD2 RIPK2 PPI: blocks binding of human NOD2 to RIPK2; 360,000 compounds, 0.38% hits; CHO BLA complementation NOD2-RIPK2, CCF4 ratio; O43353; inhibition, % at 4.98 µM; in the data active = inhibition above about 21%;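 also: 0% = vehicle only and 100% = reference blocker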
Target sequence (O43353 whole entry, looked up): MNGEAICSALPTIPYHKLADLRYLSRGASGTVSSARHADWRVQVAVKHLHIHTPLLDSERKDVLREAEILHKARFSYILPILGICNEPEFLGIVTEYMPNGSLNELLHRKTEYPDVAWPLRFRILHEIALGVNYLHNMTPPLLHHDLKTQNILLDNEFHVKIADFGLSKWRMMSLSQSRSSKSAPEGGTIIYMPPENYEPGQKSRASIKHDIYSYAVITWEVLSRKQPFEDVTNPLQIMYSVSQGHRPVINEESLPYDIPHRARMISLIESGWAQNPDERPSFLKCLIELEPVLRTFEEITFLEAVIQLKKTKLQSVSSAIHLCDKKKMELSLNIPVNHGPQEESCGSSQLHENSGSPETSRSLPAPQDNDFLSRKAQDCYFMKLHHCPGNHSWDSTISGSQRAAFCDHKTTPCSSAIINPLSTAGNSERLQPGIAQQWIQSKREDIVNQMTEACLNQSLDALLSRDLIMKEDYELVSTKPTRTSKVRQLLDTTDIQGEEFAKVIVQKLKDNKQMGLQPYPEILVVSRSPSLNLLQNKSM
Active calls of the source: *; · = not tested or not shown. Only part of the results is shown; count on the stated rates, not on these rows.

SMILES	C8 TRAIL sens	TLR9-MyD88 inh	SRC3 inh	EBV LMP1 NFkB	COUP-TFII inh	SRC2 inh	SRC1 inh	TROY NFkB inh	TWEAK Fn14 block	LRH-1 inv ag	NOD2 RIPK2 PPI
CCOc1ccc(CCN2C(=S)N([C@@H](CC(C)C)CN3CCC[C@@H]3CN3C(=S)NC[C@@H]3Cc3ccccc3)C[C@@H]2Cc2ccc(O)cc2)cc1	6	·	6	·	10	1	9	9	24	2	-30
O=c1onc(-c2cccnc2)n1-c1ccccc1F	-13	1	2	-2	0	-1	-2	45	2	9	-7
ON=C1c2ccccc2-c2ccccc21	-12	-15	-3	0	-19	8	-14	3	14	-7	5
CC(=O)c1cc2c(cc1NS(=O)(=O)c1ccc(C)cc1)OCCO2	7	12	15	10	-8	-14	-2	20	14	5	3
Cc1cccc(/C=c2\s/c(=C\C(=O)C(C)(C)C)[nH]c2=O)c1	36	-2	10	3	1	10	-18	-31	-26	-20	-2
O=C(CCNS(=O)(=O)c1cccs1)NCc1ccccc1	-19	-1	8	-8	10	-7	-3	-11	5	-10	-4
CCCc1cc(C(=O)Cc2ccc(C(=O)OCC)o2)c(O)cc1O	-4	-2	-7	-6	-7	8	-12	10	6	-7	-8
CC(=O)C[C@H]1c2ccccc2S(=O)(=O)N1C1CCCC1	-27	-2	2	-6	-1	-19	-2	6	2	16	4
O=C(O)CC(C(=O)OCCOc1ccccc1)N1CCOCC1 (centres undefined)	-1	3	30	5	7	-10	-1	-3	1	17	-10
C=CCN(CC=C)Cc1c(C)[nH]c2c(C)c(C)ccc2c1=O	-7	-3	0	11	2	-19	-1	1	4	-12	-4
CSc1cccc(NC(=O)CSc2ccc(Cl)cc2)c1	-10	-6	-18	-12	-12	1	-27	-30	-22	-25	7
Cc1cc(C)c(OCCN2CCCC2)c(Cl)c1	-3	-5	16	-9	-3	5	34	24	-4	2	2
COC(=O)c1ccccc1NC(=O)c1ccc2c(c1)C(=O)N(Cc1ccco1)C2=O	2	-4	-4	4	-10	6	-27	0	-9	6	4
O=C(N/N=C1\CC2CC=CC12)c1ccc(COc2ccccc2)cc1 (centres undefined)	-7	-3	4	10	1	-11	-7	-17	3	3	-12
CN(C(=O)COC(=O)CSc1cc(Cl)ccc1Cl)c1c(N)n(Cc2ccccc2)c(=O)[nH]c1=O	-10	5	1	3	-13	-1	6	13	6	-7	-4
CC(=O)c1ccc(S(=O)(=O)N2CCN(c3nn(C)c(=O)n(C)c3=O)CC2)cc1	-5	5	-5	0	5	-3	-4	-6	3	-5	-2
CCO[C@@H]1OC(C(=O)N2CCOCC2)=C[C@H](C2CC2)[C@H]1CCCO	-16	-16	-2	-1	2	-14	-5	-24	6	-18	-2
CCOC(=O)c1sc(N)nc1C(C)C	15	7	19	5	5	-23	9	-17	-2	13	11
COc1ccccc1C1/C(=C(/O)c2ccc(OC(C)C)cc2)C(=O)C(=O)N1c1cc(C)on1 (centres undefined)	1	1	-4	3	7	12	-5	22	-10	-2	-1
CCN(CC)CC(O)c1ccc2ccc3ccc(O)cc3c2c1 (centres undefined)	-5	8	-5	-4	-15	-4	-9	-7	-6	2	-7
COc1ccc(-c2ccc(NC(=O)c3ccc(Br)o3)cc2)nn1	49	-3	-80	-7	-28	-60	-66	-43	7	-88	0
CCNC(=S)N1CCN(C(c2ccccc2)c2ccccc2)CC1	16	2	-1	-7	5	5	-1	-7	-1	12	-1
C[C@@H](NC(=O)c1ncn(C)c1C(=O)N[C@H](C)c1ccccc1)c1ccccc1	-6	0	7	-9	7	7	-8	-16	3	-14	5
CCOc1ccccc1-c1nc(SCC(=O)O)n[nH]1	-1	-13	13	3	-6	-12	-2	-2	1	14	-1
CC(=O)N1CCN(c2ccc(NC(=O)C(C)Oc3ccc(Cl)cc3Cl)cc2)CC1 (centres undefined)	-4	-9	17	-4	-1	12	2	-2	-4	5	0
Cn1c(NC(=O)C2CCCO2)cc(=O)n(C)c1=O (centres undefined)	12	-3	-27	-1	-1	7	7	-2	-17	11	3
O=C(CN1C(=O)CCSc2ccccc21)NC1CCCCC1	-6	-1	0	-9	-8	-4	1	-12	-6	-9	-1
O=C(c1coc2ccc(O)cc12)C1CC1	-9	-2	2	-14	-8	-11	-10	-11	-9	-15	6
CC(=O)N=Cc1c(C)c(C#N)c(=O)n(C)c1O	1	9	11	-1	-1	21	17	-1	-3	10	-9
CC(=O)c1ccc(COC(=O)c2cc3ccccc3oc2=O)cc1	-5	-6	-23	-23	5	-40	-23	-58	-11	3	8
COc1ccc(NC(=S)N(CCCN2CCOCC2)Cc2ccco2)cc1	-18	5	6	1	-24	-4	-39	-33	-6	17	-3
COC(=O)C1=C(C)N(CC2CCCO2)C(=O)/C1=C\c1ccc(O)cc1 (centres undefined)	-6	2	8	-5	12	-5	-12	-6	-4	8	-4
Cc1ccc2c(C)c(C(=O)N(C)C(C)c3ccncn3)oc2c1C (centres undefined)	17	-2	-11	-5	9	-24	-13	-21	-1	-47	5
O=C(c1ccco1)N1CCN(CC(=O)N(C2CCCCC2)C2CCS(=O)(=O)C2)CC1 (centres undefined)	-8	3	4	-7	-10	-21	-6	8	4	10	8
O=c1cc(CN2CCOCC2)c2cc(Cl)ccc2o1	11	-8	-6	-4	20	-5	4	-9	15	14	-10
CC(C)(CNC(=O)C1CCCC1)CNC(=O)C1CCCC1	4	1	-12	1	3	-20	-3	8	-16	-9	3
O=C1N(Cc2cccnc2)C[C@@H]2C[C@@H](c3cccc(OCc4ccccc4)c3)N3CCC[C@@]123	-1	2	13	-1	-17	21	1	-6	-3	-6	-10
CN1C=CC(=O)[C@@H](OC(=O)Nc2ccc(Br)cc2)[C@H]1c1ccccc1Br	14	-4	4	-20	9	-4	-8	2	5	-1	23*
Cc1ccc(C(=O)N/C(=C/c2ccccc2)C(=O)NCc2ccncc2)cc1	5	·	5	·	15	-30	-4	-9	-14	5	-2
Cc1cc(C(=O)N/N=C/c2ccc(-c3ccc(C)c(Cl)c3)o2)n[nH]1	19	·	18	·	3	23	12	12	7	3	-7
C/C(=N/NC(=O)c1cc(-c2ccc(Br)s2)[nH]n1)c1ccco1	15	-5	-5	-5	0	-54	-13	-9	-22	-14	3
Cc1ccc(S(=O)(=O)N(C)C)cc1NC(=S)NCCCn1ccnc1	-3	2	6	-4	1	-14	8	-5	16	-9	-10
CC(C)(C)NS(=O)(=O)c1ccc2nc(NC(=O)Cc3cccs3)sc2c1	13	-3	-2	-6	7	7	-12	11	13	-3	3
Cc1ccc(NC(=O)CCSc2nnc(C)s2)cc1	10	3	1	1	3	-17	-7	3	-7	-6	-8
O=C1C=C(c2cccc(Br)c2)C[C@@H](c2ccc(F)cc2)C1	24	-14	-3	1	-1	-9	-5	-33	-5	-19	9
CCn1c(SCC(=O)c2cc(C)ccc2C)nc2cc(S(=O)(=O)N3CCOCC3)ccc21	0	4	6	5	-9	-57	-40	-6	2	-22	4
Cc1ccc2sc(-c3ccc(NC(=O)/C=C\C(=O)O)cc3)nc2c1	39	-8	-108	-9	-18	-54	-193	48	55*	-122	-7
Cc1ccc2[nH]c(=O)c3cc(C(=O)N(C)Cc4ccco4)sc3c2c1	2	-4	-30	-11	-10	-32	-38	-16	-20	0	1
O=C(Nc1nc(-c2cccs2)c(C(=O)C(F)(F)F)s1)c1ccco1	3	11	6	5	20	-12	12	14	-8	1	7
Cc1ccc(C(=O)CCC(=O)OCC(=O)N(C)c2c(N)n(Cc3ccccc3)c(=O)[nH]c2=O)cc1	-5	-2	-21	0	-16	-26	3	-35	-3	-18	-1
COc1ccc(C(=O)NCC(=O)OCC(=O)c2ccc3c(c2)NC(=O)CO3)cc1	-7	-14	16	-5	-31	3	-65	1	-2	5	-2
O=C(NCCc1ccccc1)C1CCN(S(=O)(=O)c2ccccc2)CC1	-5	1	5	-10	-1	-18	-1	3	-2	-2	-7
COc1cc(OC)c(C=CC(=O)c2ccccc2O)c(OC)c1	10	-5	-29	0	-26	-8	-4	-49	7	-48	5
CC(C)c1ccc(/C=N/NC(=O)c2ccccc2Cl)cc1	-33	-9	-36	-13	-14	-22	-40	-19	-24	-26	-3
COc1cc2c(cc1OC)C(c1cc(OC)c(OC)c(OC)c1)NCC2 (centres undefined)	0	-3	1	6	-17	-4	-1	-1	-15	0	6
Cc1ccc(NC(=O)C2(S(=O)(=O)c3ccc(Cl)cc3)CC2)c(Br)c1	4	9	-6	3	-1	8	-9	-13	19	5	-1
COc1ccc(S(=O)(=O)N2CCCCC2)cc1NC(=O)CCCOc1ccc(C)cc1	-5	-10	-5	-6	9	5	-10	-21	16	-12	2
Cc1ccc(Cc2c(C(C)(C)C)nc3cc(C)c(Br)c(C)n23)cc1	-29	·	-5	·	-5	-17	-3	-23	1	16	-10
COc1ccccc1CC(=O)N1CCC(CCC(=O)NC2CC2)CC1	3	7	13	5	-15	14	2	-6	2	11	0
CCOC(=O)NN=C1CN(S(=O)(=O)c2ccc(C)cc2)C1	-19	3	-5	-4	6	-4	11	-4	-4	-37	-5

Next part
SMILES	C8 TRAIL sens	TLR9-MyD88 inh	SRC3 inh	EBV LMP1 NFkB	COUP-TFII inh	SRC2 inh	SRC1 inh	TROY NFkB inh	TWEAK Fn14 block	LRH-1 inv ag	NOD2 RIPK2 PPI
COc1ccc(CCNC(=O)C2CC(=O)N(c3ccccc3)C2)cc1OC (centres undefined)	-4	6	0	-5	7	9	-1	-8	-4	-6	-4
CC[N+](CC)(CC#Cc1ccccc1)CC(=O)c1ccc(Cl)cc1	10	3	-17	0	7	4	4	-21	-6	1	3
CCOC(=O)N1CCC(c2cc(=O)n(-c3ccccc3)[nH]2)CC1	-4	-6	15	5	-12	1	0	3	-26	6	-3
O=C(NCCc1ccccc1)c1ccc(-c2ccccc2Cl)o1	8	-2	-32	-19	-18	-4	-70	-48	-55	-34	-4
CC1CC(C)CN(C(=O)CCNC(=O)Cn2cnc3ccccc3c2=O)C1 (centres undefined)	-20	-10	3	-4	0	-15	12	-11	20	6	-9
CN(C)C(=O)c1ccc(NC(=O)c2cccc(S(=O)(=O)N3CCN(Cc4ccccc4)CC3)c2)cc1	7	-1	12	15	10	5	-15	5	12	2	2
O=C(COc1cc(Cl)ccc1Cl)Nc1nnc(CC(=O)N2CCOCC2)s1	-11	6	1	6	8	-7	0	-6	-7	10	1
COc1ccc2[nH]c(C(=O)N3CCCN(Cc4ccc(F)cc4)CC3)cc2c1	-1	-3	19	6	-2	24	8	13	1	-25	5
NNC(=O)c1cccn(Cc2ccc(Cl)cc2Cl)c1=O	1	4	-1	5	5	10	19	11	-3	12	-4
O=S(=O)(NCCOCC(F)(F)C(F)F)c1ccc2oc3ccccc3c2c1	7	3	2	5	12	15	1	22	16	-3	-4
COc1ccc(CCNC(=O)c2nnn(CC(=O)Nc3cccc(F)c3)c2N)cc1OC	-3	-1	12	2	-12	11	2	8	-13	-15	3

Looked up above.
CC1CC(C)CN(C(=O)CCNC(=O)Cn2cnc3ccccc3c2=O)C1 (centres undefined) – SRC3 inh: 3
COc1ccc2[nH]c(C(=O)N3CCCN(Cc4ccc(F)cc4)CC3)cc2c1 – LRH-1 inv ag: -25

Source: PubChem (several laboratories)
